PAFAH1B3 FP inh = PAFAH1B3 enzyme inhibitors, primary screen, biochemical, fluorescence polarization, human. Platelet-activating factor acetylhydrolase IB subunit alpha1 (Homo sapiens), Q15102. recombinant PAFAH1B3, FP-rhodamine probe. inhibition, % at 3.39 µM. 340,000 tested, 0.28% active. AID 492972, 2010;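 active means inhibition above the screen-wide average of all tested compounds plus 3 SD, cut at about 25% in these data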;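 further: 0% = enzyme with DMSO only and 100% = wells lacking PAFAH1B3 protein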
Target sequence (Q15102 whole entry, looked up): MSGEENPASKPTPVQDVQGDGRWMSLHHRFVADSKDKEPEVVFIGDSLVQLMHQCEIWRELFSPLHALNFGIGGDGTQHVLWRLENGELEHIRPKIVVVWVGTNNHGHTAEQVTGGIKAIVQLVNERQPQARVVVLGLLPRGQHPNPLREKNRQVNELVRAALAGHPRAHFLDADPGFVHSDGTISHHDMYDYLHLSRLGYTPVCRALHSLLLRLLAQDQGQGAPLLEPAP
PAFAH2 FP inh = PAFAH2 enzyme inhibitors, primary screen, biochemical, fluorescence polarization, human | inhibition, % at 3.39 µM | Platelet-activating factor acetylhydrolase 2, cytoplasmic (Homo sapiens), Q99487 | 340,000 tested, 0.99% active | recombinant PAFAH2, FP-rhodamine activity probe;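 active means inhibition above the mean over all tested compounds plus 3 SD, cut at about 30% in these data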;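 further: inhibitors block probe labeling of enzyme so polarization drops; 0% = enzyme with DMSO and 100% = wells lacking PAFAH2 protein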
LYPLA1 inh = LYPLA1 inhibitors, primary screen, counter-screen for PME1 inhibitor project, biochemical, fluorescence polarization, FP-Rh probe ABPP. recombinant LYPLA1. inhibition, % at 5.9 µM. AID 2174, 2009. 320,000 tested, 0.16% active. Acyl-protein thioesterase 1 (Homo sapiens), O75608;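 active means inhibition above the mean of all tested compounds plus 3 SD, set per campaign, cut at about 14% in these data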;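 further: inhibitors block serine hydrolase probe labeling of LYPLA1 so polarization falls; 0% = enzyme with DMSO and 100% = wells lacking LYPLA1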
Target sequence (O75608 whole entry, looked up): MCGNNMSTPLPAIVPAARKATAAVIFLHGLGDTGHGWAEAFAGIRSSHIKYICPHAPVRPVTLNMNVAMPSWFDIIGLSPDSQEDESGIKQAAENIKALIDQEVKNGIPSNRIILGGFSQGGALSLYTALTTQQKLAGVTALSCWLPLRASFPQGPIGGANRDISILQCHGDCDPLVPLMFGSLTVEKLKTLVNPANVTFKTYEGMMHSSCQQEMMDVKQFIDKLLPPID
ZTA counter = counter-screen for EBNA-1 inhibitors: inhibitors of Epstein-Barr virus ZTA; ZTA-DNA binding, fluorescence polarization; P03206; AID 2234; 320,000 tested, 0.15% active; inhibition, % at 11 µM; in the data active means inhibition above about 33%
Target sequence (P03206 whole entry, looked up): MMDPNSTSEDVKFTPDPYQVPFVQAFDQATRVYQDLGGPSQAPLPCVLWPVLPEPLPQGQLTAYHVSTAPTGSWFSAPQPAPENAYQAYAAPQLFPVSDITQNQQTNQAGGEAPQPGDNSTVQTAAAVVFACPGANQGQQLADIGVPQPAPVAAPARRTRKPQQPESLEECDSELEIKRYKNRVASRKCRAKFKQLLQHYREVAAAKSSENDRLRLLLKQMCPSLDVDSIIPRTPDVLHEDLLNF
EBNA-1 inh = EBNA-1 DNA-binding inhibitors, primary screen, biochemical, fluorescence polarization; inhibition, % at 14.8 µM; 300,000 tested, 0.34% active; AID 1950, 2009; in the data active means inhibition above about 28%
PAD4 inh = human PAD4 inhibitors, primary screen, biochemical, fluorescence polarization, 1536-well format; Protein-arginine deiminase type-4 (Homo sapiens), Q9UM07; recombinant PAD4, RCA probe fluorescence polarization; inhibition, % at 6.36 µM; 330,000 tested, 0.41% active;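 active means percent inhibition above a cutoff equal to the mean of all tested compounds plus 3 SD, cut at about 15% in these data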;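 further: 0% = PAD4 with RCA probe and DMSO and 100% = probe without PAD4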
LYPLA2 counter = LYPLA2 inhibitors, primary screen, counter-screen for PME1 inhibitor project, biochemical, fluorescence polarization, FP-Rh probe ABPP; Acyl-protein thioesterase 2 (Homo sapiens), O95372; recombinant LYPLA2; inhibition, % at 5.9 µM; 320,000 tested, 0.38% active;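 active means inhibition above the screen-wide mean plus 3 SD, limit set per campaign, cut at about 26% in these data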;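 further: 0% = LYPLA2 with DMSO and 100% = wells lacking LYPLA2 enzyme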
GSTO1 counter = inhibitors of recombinant GSTO1, primary screen, counter-screen for RBBP9 inhibitor project, biochemical, fluorescence polarization | Glutathione S-transferase omega-1 (Homo sapiens), P78417 | activity-based probe fluorescence polarization | inhibition, % at 5.96 µM | 300,000 tested, 1.1% active | AID 1974, 2009;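 active means inhibition above the campaign mean inhibition plus 3 SD, cut at about 35% in these data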;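 further: 0% = GSTO1-1 with DMSO and 100% = wells lacking GSTO1-1 enzyme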
Target sequence (P78417 whole entry, looked up): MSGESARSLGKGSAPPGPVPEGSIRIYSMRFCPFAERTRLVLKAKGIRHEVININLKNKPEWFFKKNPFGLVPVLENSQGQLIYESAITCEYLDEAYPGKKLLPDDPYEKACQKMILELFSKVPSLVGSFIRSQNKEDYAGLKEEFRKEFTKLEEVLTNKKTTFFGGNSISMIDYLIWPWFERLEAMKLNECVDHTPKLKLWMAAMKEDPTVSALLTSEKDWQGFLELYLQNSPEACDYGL
PREPL inhibitor = PREPL enzyme inhibitors, primary screen, biochemical, fluorescence polarization; inhibition, % at 5.96 µM; recombinant PREPL, fluorescence polarization activity-based probe; 320,000 tested, 0.68% active; Prolyl endopeptidase-like (Homo sapiens), Q4J6C6; in the data active means inhibition above about 43%;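 further: 0% = enzyme with DMSO and 100% = wells lacking enzyme; many of its hits are not listed in these tables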
* = called active by the depositor; . = not tested or not shown. A portion of the library, so the mix of outcomes need not match the whole.

entry | smiles | PAFAH1B3 FP inh | PAFAH2 FP inh | LYPLA1 inh | ZTA counter | EBNA-1 inh | PAD4 inh | LYPLA2 counter | GSTO1 counter | PREPL inhibitor
1 | CSCCC(NC(=O)OC(C)(C)C)C(=O)NC(CC(C)C)C(N)=O (stereo not drawn) | 9 | -5 | -2 | 8 | -15 | 0 | -1 | -6 | 16
2 | COC(=O)c1sccc1NC(=O)CSc1ccccc1NS(=O)(=O)c1ccc(F)cc1 | 1 | 2 | -2 | 2 | 10 | -3 | 3 | 3 | 7
3 | CC(C)(C)c1ccc(C(=O)CCC(=O)OCC(=O)NCCc2ccc(S(N)(=O)=O)cc2)cc1 | -7 | -9 | 1 | -3 | . | -3 | -1 | . | 18
4 | Cc1ccc(NS(=O)(=O)c2cccc(C(=O)NNC(=O)c3ccco3)c2)c(C)c1 | -7 | 5 | -2 | -7 | -14 | -4 | -11 | 14 | 3
5 | CCCCCc1nnc(NC(=O)CS(=O)(=O)Cc2ccccc2)s1 | 6 | 13 | -3 | 4 | 7 | -2 | -2 | -6 | -6
6 | COc1ccccc1-c1noc(-c2ccccc2C(=O)Nc2cccnc2)n1 | 6 | -3 | -4 | 8 | -2 | -5 | 2 | 4 | 6
7 | CCOC(=O)N1CCN(C(=O)C(CC(C)C)NS(=O)(=O)c2ccc3c(c2)oc(=O)n3C)CC1 (stereo not drawn) | 7 | 7 | -2 | 5 | 17 | 2 | -1 | 3 | 15
8 | CCN(CC(=O)Nc1ccc2c(c1)OCCO2)C(=O)c1ccc(C)c(S(=O)(=O)N2CCOCC2)c1 | 0 | 6 | 4 | 1 | -4 | -6 | 2 | 2 | -3
9 | COC(=O)CCC(=O)Nc1ccc(OC)cc1 | 7 | 0 | 3 | -31 | 8 | -6 | 2 | 4 | 24
10 | O=C(c1ccc2oc(CCCc3ccccc3)nc2c1)N1CCCC1 | 4 | 7 | -2 | -18 | 2 | -2 | 4 | 3 | -1
11 | O=C(COc1cccnc1[N+](=O)[O-])N1CCN(S(=O)(=O)c2ccccc2)CC1 | -1 | 2 | 1 | -9 | -2 | 1 | -2 | -2 | 2
12 | CCc1ccc(/C=N/NC(=S)NCCc2ccccc2)cc1 | 6 | 6 | -2 | 11 | -5 | -1 | 0 | 0 | -9
13 | CCC(C(=O)N1CCc2cc(OC)c(OC)cc2C1)c1ccccc1 (stereo not drawn) | -1 | -3 | -2 | 2 | -4 | -11 | 1 | 2 | -1
14 | OC(CN1CCCCC1)Cn1c(C(F)(F)F)nc2ccccc21 (stereo not drawn) | 8 | -1 | 3 | -6 | 7 | -6 | 7 | -7 | 19
15 | Nc1nncn1C(=O)c1cccs1 | -1 | -3 | 3 | 7 | 0 | 2 | 1 | 4 | -1
16 | CS(=O)(=O)N(CC(=O)Nc1ccc(F)c(F)c1)c1cccc([N+](=O)[O-])c1 | 8 | 4 | 2 | -15 | -5 | -4 | 10 | -5 | -14
17 | CC(=O)C[C@H](O)CC(=O)[C@H]1OC(=O)[C@H](C)CCCCc2ccccc21 | 4 | -4 | . | . | . | -4 | . | . | 14
18 | O=C(c1c[nH]c2ccccc2c1=O)N1CCCCCC1 | 8 | -6 | 2 | -2 | -8 | 1 | 4 | 0 | 2
19 | O=C(NCCNC(=O)c1ccc(F)cc1)c1ccc(F)cc1 | 10 | 3 | -1 | -7 | -3 | -4 | 1 | 3 | 6
20 | CC1CCC(NC(=O)CNC(=O)c2cccs2)CC1 (stereo not drawn) | 11 | 7 | 3 | -5 | -1 | 3 | 7 | 6 | 16
21 | COc1ccc(C(=O)NCC(c2cccnc2)N2CCN(c3ccccc3OC)CC2)cc1OC (stereo not drawn) | 5 | 2 | -1 | 11 | 10 | -16 | -3 | 3 | 3
22 | Cn1c(SCc2ccccc2F)nnc1-c1ccccn1 | 4 | 14 | 4 | -17 | -10 | -5 | 7 | -1 | 0
23 | CCCCCCCCNC1=CC(=O)CC(C)(C)C1 | 9 | 2 | -1 | -1 | 1 | 6 | 4 | 3 | -2
24 | CS(=O)(=O)N(CC(=O)N1CCN(c2ccccc2F)CC1)C1CCCCC1 | -1 | -1 | 2 | 5 | -11 | -5 | 0 | 1 | 5
25 | CC(C)c1ccc(-c2csc3ncnc(N4CCN(C)CC4)c23)cc1 | 8 | 4 | 1 | -6 | -7 | -2 | -6 | -5 | -40
26 | CS(=O)(=O)Nc1ccccc1C(=O)Nc1cc2c(cc1C(=O)O)OCCCO2 | 8 | -12 | -3 | 2 | 1 | 3 | -3 | -13 | 1
27 | O=C(CN1CCN(c2ccc(F)cc2)CC1)OCc1ccccc1 | 4 | 1 | 3 | -18 | -4 | 3 | 8 | 2 | -34
28 | CN(Cc1ccccn1)C(=O)C1CCC(=O)N(Cc2cccc(F)c2)C1 (stereo not drawn) | 8 | 3 | 0 | 7 | 9 | 1 | 0 | 0 | 6
29 | CN1/C(=C\C(=O)Nc2ccc(Br)cc2)C(C)(C)c2ccccc21 | 11 | -2 | -4 | 0 | 4 | 3 | -3 | -6 | 10
30 | CCOC(=O)N1CCC(=NNc2ccnc3cc(Cl)ccc23)CC1 | 7 | -4 | -3 | 8 | 5 | 5 | 11 | -2 | 24
31 | CN(C(=O)c1ccc(NC(=O)Cc2ccc(NC(=O)C3CCCN(C(=O)C4CCC4)C3)cc2)cc1)C1CC1 (stereo not drawn) | 5 | 0 | 4 | 4 | . | -7 | 66* | . | 4
32 | O=C(c1ccco1)N1CCN(c2cc(N3CCOCC3)c(F)cc2[N+](=O)[O-])CC1 | 3 | 1 | 1 | 2 | 2 | 1 | 2 | 5 | 2
33 | COc1ccc(C)cc1-n1c(SCC(=O)Nc2cccc(C(=O)O)c2)nc2ccccc2c1=O | -4 | -5 | -3 | 10 | 5 | 2 | -2 | -8 | 14
34 | CCC1CC2CC(NC(C)=O)C1C2 (stereo not drawn) | 0 | 5 | -1 | -7 | -6 | 1 | -3 | 4 | 2
35 | COc1cc(NC(=O)c2cc([N+](=O)[O-])ccc2NC(=O)CNC2CCCCC2C)cc(OC)c1 (stereo not drawn) | 2 | -12 | -16 | 12 | 15 | -3 | -31 | 0 | 9
36 | COCCn1c(SCc2cc(=O)n3ccsc3n2)nnc1-c1ccncc1 | 10 | -3 | 3 | -15 | -4 | -4 | 5 | -5 | 6
37 | Cn1cccc1CC(=O)N/N=C\c1ccccc1 | . | . | 0 | 9 | 3 | -5 | 2 | -2 | 1
38 | CC(C)(C)c1ccc(C(=O)N2CCCC2)s1 | -1 | -3 | 2 | -4 | -10 | -2 | -2 | 0 | 2
39 | CCN(CC)S(=O)(=O)c1ccc(N2CCOCC2)c(NC(=O)CNCCc2ccccc2)c1 | -5 | 0 | 0 | -8 | 15 | -2 | 53* | -2 | 14
40 | O=C(COc1ccccc1Cl)N1CCN(c2ccc([N+](=O)[O-])c(N3CCCCC3)c2)CC1 | 5 | 6 | 12 | 3 | -8 | 5 | 1 | -2 | 25

Retrieved by compound from the entries so far:
entry | smiles | PAFAH1B3 FP inh | PAFAH2 FP inh | LYPLA1 inh | ZTA counter | EBNA-1 inh | PAD4 inh | LYPLA2 counter | GSTO1 counter | PREPL inhibitor
21 | COc1ccc(C(=O)NCC(c2cccnc2)N2CCN(c3ccccc3OC)CC2)cc1OC (stereo not drawn) | 5 | 2 | -1 | 11 | 10 | -16 | -3 | 3 | 3
26 | CS(=O)(=O)Nc1ccccc1C(=O)Nc1cc2c(cc1C(=O)O)OCCCO2 | 8 | -12 | -3 | 2 | 1 | 3 | -3 | -13 | 1
28 | CN(Cc1ccccn1)C(=O)C1CCC(=O)N(Cc2cccc(F)c2)C1 (stereo not drawn) | 8 | 3 | 0 | 7 | 9 | 1 | 0 | 0 | 6

More results follow:
item	structure	PAFAH1B3 FP inh	PAFAH2 FP inh	LYPLA1 inh	ZTA counter	EBNA-1 inh	PAD4 inh	LYPLA2 counter	GSTO1 counter	PREPL inhibitor
41	Cc1ccc(C)c(S(=O)(=O)/N=C(/Nc2ccccc2)c2ccccc2)c1	12	8	.	.	.	-4	.	.	1
42	Cc1cccn2c(CN3CCSCC3)c(C(=O)N3CCOCC3)nc12	8	0	1	-4	11	-2	-4	17	17
43	Cc1ccc(N(C(=O)c2ccco2)C(C(=O)NC2CCCC2)c2cccnc2)cc1C (stereo not drawn)	-1	-4	2	-7	-10	-1	-2	5	0
44	Cc1cc(OCCN2CCOCC2)ccc1Cl	8	17	7	-1	-4	2	6	4	-15
45	Cc1ccc(N/C=C/C(=O)c2cccs2)cc1C	.	.	1	10	-9	-4	3	4	14
46	Cc1ccc(-n2nnnc2SCC(=O)Nc2ncc(Cc3ccccc3Cl)s2)cc1	6	-7	-3	-6	4	-3	0	-5	2
47	CC1=C(C#N)C(NC(=O)C2CCCCC2)(C(F)(F)F)C(=O)N1 (stereo not drawn)	2	-3	1	1	4	-3	-6	6	0
48	O=C(Nc1nc2ccccc2s1)C1c2ccccc2Oc2ccccc21	-27	-45	-53	-4	-2	4	-82	-19	2
49	O=C(CS(=O)(=O)c1ccc(Cl)cc1)NCc1ccccc1	-1	1	0	11	6	-2	-5	7	-10
50	Cc1cc(NC(=O)COC(=O)c2ccccc2[N+](=O)[O-])no1	6	10	0	-1	-9	-4	-5	0	6
51	O=C(CCn1cccc1)NCc1ccc2c(c1)OCO2	2	9	0	11	-3	-2	2	9	5
52	CCCc1ncc(C(O)c2cccc(OC)c2)n1C (stereo not drawn)	4	-3	1	-15	-10	-4	-3	-6	6

Arranged by value in PAFAH1B3 FP inh (rising): 7 from the list above.
no. | molecule | PAFAH1B3 FP inh | PAFAH2 FP inh | EBNA-1 inh | PAD4 inh | PREPL inhibitor
48 | O=C(Nc1nc2ccccc2s1)C1c2ccccc2Oc2ccccc21 | -27 | -45 | -2 | 4 | 2
43 | Cc1ccc(N(C(=O)c2ccco2)C(C(=O)NC2CCCC2)c2cccnc2)cc1C (stereo not drawn) | -1 | -4 | -10 | -1 | 0
51 | O=C(CCn1cccc1)NCc1ccc2c(c1)OCO2 | 2 | 9 | -3 | -2 | 5
52 | CCCc1ncc(C(O)c2cccc(OC)c2)n1C (stereo not drawn) | 4 | -3 | -10 | -4 | 6
46 | Cc1ccc(-n2nnnc2SCC(=O)Nc2ncc(Cc3ccccc3Cl)s2)cc1 | 6 | -7 | 4 | -3 | 2
42 | Cc1cccn2c(CN3CCSCC3)c(C(=O)N3CCOCC3)nc12 | 8 | 0 | 11 | -2 | 17
41 | Cc1ccc(C)c(S(=O)(=O)/N=C(/Nc2ccccc2)c2ccccc2)c1 | 12 | 8 | . | -4 | 1
